# Screens (PubChem BioAssay)
# Peg3 prom inh = Peg3 promoter activity inhibition. inhibition, % at 20 µM. HeLa PEG-Prom luciferase reporter, luminescence, overnight. 360,000 tested, 1.7% active. AID 588405;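 active means inhibition of at least 50% at 20 µM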
# CaV13 FRET inh = Disruptors of the CACNA1D IQ motif to Ca2+-dependent inactivation inhibitor domain association, primary screening, Förster resonance energy transfer in intact living …; HEK cells, CFP/YFP FRET ICDI-IQ, plate reader, 10 min; percent FRET-ratio fall versus neutral wells; inhibition, % at 12.3 µM; AID 743397; 340,000 tested, 0.098% active;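 active means mean replicate inhibition of at least 30% and at least 1% of replicates passing that level; inconclusive means only one of the two criteria is met; inactive means neither criterion is met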;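 further: 0% = median of the neutral control wells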
# Vif imaging = inhibitors of HIV Vif; HEK293T cells, Vif self-association by quenched fluorescence, imaging, 24 h; inhibition, % at 7.49 µM; 340,000 tested, 0.35% active; in the data active means inhibition above about 50%, passing the limit was not always enough; inconclusive means no clear call, values can overlap the other calls; inactive means below about 31%; further: some results filed as inactive read as strong as hits
# PDI inh = blocks human protein disulfide isomerase activity | P07237 | PDI insulin aggregation turbidity, A650, 90 min | inhibition, % at 10 µM | 350,000 tested, 0.052% active;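 active means mean inhibition across replicates of 30% or more, whatever share of single replicates reach that level; inconclusive means mean inhibition below 30% while every single replicate reaches 30%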;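 further: absorbance from insulin aggregation driven by PDI reduction with DTT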
# Target sequence (P07237 whole entry, looked up): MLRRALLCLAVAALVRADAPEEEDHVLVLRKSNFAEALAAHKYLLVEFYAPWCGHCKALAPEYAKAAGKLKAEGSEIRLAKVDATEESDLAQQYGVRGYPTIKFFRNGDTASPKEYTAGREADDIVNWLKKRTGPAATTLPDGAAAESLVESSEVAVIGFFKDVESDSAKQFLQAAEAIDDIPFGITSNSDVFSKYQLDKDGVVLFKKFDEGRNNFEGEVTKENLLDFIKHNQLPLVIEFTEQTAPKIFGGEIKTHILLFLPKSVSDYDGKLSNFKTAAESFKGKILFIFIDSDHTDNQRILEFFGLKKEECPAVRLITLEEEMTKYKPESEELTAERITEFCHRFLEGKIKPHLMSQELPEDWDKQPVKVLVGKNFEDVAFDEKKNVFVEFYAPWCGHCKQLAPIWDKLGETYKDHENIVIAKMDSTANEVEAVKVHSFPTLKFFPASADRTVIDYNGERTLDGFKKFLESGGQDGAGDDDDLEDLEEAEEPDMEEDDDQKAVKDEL
# HIF-2a inh = inhibitors of HIF-2a; 786-0 RCC cells HIF-2a reporter, luciferase luminescence, overnight; 360,000 tested, 0.72% active; inhibition, % at 18.8 µM; AID 624352;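 active means inhibition of the luminescence signal of 40% or more relative to plate controls, in a single-dose primary screen at 18.75 µM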
# NR2E3 ag-1 = agonists of human nuclear receptor NR2E3; Q9Y5X4; GST-NR2E3/biotin-RetCOR TR-FRET, 1536-well; inhibition of corepressor binding, % at 4.78 µM; 320,000 tested, 0.12% active; AID 2300;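 active means percent inhibition above the cutoff of mean plus 3 SD of all tested compounds, set per screening campaign, cut at about 20% in these data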;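 further: 0% = DMSO wells and 100% = biotin wells as full block of FRET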
# Target sequence (Q9Y5X4 whole entry, looked up): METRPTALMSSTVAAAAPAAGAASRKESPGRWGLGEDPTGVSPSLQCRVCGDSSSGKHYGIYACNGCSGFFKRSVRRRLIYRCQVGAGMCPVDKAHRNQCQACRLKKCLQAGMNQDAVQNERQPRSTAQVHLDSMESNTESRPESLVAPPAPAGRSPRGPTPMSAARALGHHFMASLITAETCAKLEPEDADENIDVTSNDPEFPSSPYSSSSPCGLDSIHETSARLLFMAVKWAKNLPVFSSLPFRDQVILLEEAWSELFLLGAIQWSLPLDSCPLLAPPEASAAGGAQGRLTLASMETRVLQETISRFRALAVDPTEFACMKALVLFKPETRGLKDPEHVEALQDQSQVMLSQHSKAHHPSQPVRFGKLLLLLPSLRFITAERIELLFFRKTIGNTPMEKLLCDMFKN
#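 Assay system: NR2E3–RetCOR corepressor complex. Quantity: 1.35 nM GST-NR2E3. Buffer or medium: pH 7.5 Tris-based buffer. Reagent: biotinylated RetCOR corepressor at 7 nM final. Schedule: 5 h at 4 °C. Detection: TR-FRET, emission read at 617 and 671 nm. Replicates: one well per compound, singlicate testing.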
# Shn3 inh set2 = inhibitors of Schnurri-3 3'UTR reporter in osteoblasts | Clone20 osteoblast Shn3 3'UTR firefly luciferase, 24 h | inhibition, % at 12.5 µM | 360,000 tested, 0.52% active;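 active means mean inhibition of at least 75% with every replicate also reaching 75%; inconclusive means mean inhibition at least 75% but some replicate below; inactive means mean inhibition below 75%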;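 further: 0% = median of neutral control wells and 100% = pilot-screen positive control compound; some compounds past the cut are filed as inactive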
# TRPM1 prom inh = MITF TRPM1 promoter inhibition in SK-MEL-5 cells. SK-MEL-5 TRPM1 promoter luciferase, 24 h. 330,000 tested, 0.83% active. AID 488899. inhibition, % at 12.5 µM;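 active means mean inhibition across replicates of 60% or more, whatever share of single replicates reaches that level; inconclusive means some that reach 60%, reason not given; inactive means mean inhibition across replicates below 60%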; further: values of inactives mirror those of a sister screen read the other way
# CF NFkB block = cystic fibrosis NF-kB activation inhibition. KKLEB NF-kB-GFP reporter, PAF-induced, GFP fluorescence overnight. inhibition, % at 5 µM. 360,000 tested, 0.86% active. AID 588850;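 active means at least 50% inhibition at 5 µM, scaled per plate between neutral and stimulator controls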;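 further: PAF is a Pseudomonas aeruginosa culture filtrate used as stimulus; plate controls were PAF-stimulated DMSO wells for no effect and unstimulated DMSO wells for full effect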
# NR2E3 ag-2 = activates human NR2E3 receptor | CHO-S Gal4-NCOR/VP16-NR2E3 two-hybrid, luciferase | inhibition of corepressor binding, % at 3.98 µM | 360,000 tested, 0.35% active | AID 602229;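 active means inhibition above the mean of all tested compounds plus 3 SD, cut at about 70% in these data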;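 further: 0% = DMSO with NR2E3 transfected cells and 100% = cells lacking NR2E3 construct; higher means lower luciferase signal from less NR2E3 corepressor binding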
# KKLEB cytotox = counter-screen for CF NF-kB inhibitors: cytotoxicity; KKLEB CF airway cells viability, ATPlite luminescence, overnight; hits give low values; cells stimulated with P. aeruginosa culture filtrate; activity change (cytotoxicity), % at 5 µM; 360,000 tested, 0.36% active; AID 602141;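 active means corrected activity change at or below -50% at 5 µM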
# Active calls of the source: *; u = inconclusive; x = not tested or not shown; & = joins results of further samples.
SMILES,Peg3 prom inh,CaV13 FRET inh,Vif imaging,PDI inh,HIF-2a inh,NR2E3 ag-1,Shn3 inh set2,TRPM1 prom inh,CF NFkB block,NR2E3 ag-2,KKLEB cytotox
CCC1=NN(C(=O)Cc2ccc(OC)cc2)C(O)(C(F)(F)F)C1 (stereo not drawn),-7,-8,1,0,-3,1,-16,6,8,-2,-2
COc1cccc(CN(C)Cc2cc(=O)oc3cc(O)c(Cl)cc23)c1,12,-19,-14,5,0,-1,-13,-1,26,-2,-3
C=CCn1c(COc2ccccc2F)nnc1SCC(=O)Nc1cc2oc3ccccc3c2cc1OC,33,-6,-1,-5,19,-1,6,-8,0,8,-4
N#Cc1cc2c(ccc3ccccc32)oc1=O,14,-4,10,2,14,4,-1,21,4,-18,-33
COc1cc(Cl)ccc1OCc1cc(C(=O)N(C)CC2CCCCO2)no1 (stereo not drawn),-190,-4,1,1,-240,3,-113,-57,-1,-84,10
Cc1ccc(S(=O)(=O)NCC(=O)OCC(=O)Nc2ccc(C)c(S(=O)(=O)N3CCOCC3)c2)cc1,9,-2,18,-3,4,x,-6,3,3,-5,-12
CCc1ccc(NC(=O)N(CCCN2CCOCC2)C(C)c2cc3cccc(OC)c3o2)cc1 (stereo not drawn),9,x,9,2,16,-3,27,10,-10,-5,-3
COC(=O)c1ccc2[nH]cc(CCO)c2c1,1,-9,1,-16,6,2,17,-9,-5,-28,5
O=C(CSc1nnc(-c2ccco2)o1)NC(=O)Cc1ccccc1,8,-2,x,-5,6,0,-14,8,3,-4,1
COc1ccc(NC(=O)N2CCCC(c3nc(-c4ccc(OC)cc4)no3)C2)cc1 (stereo not drawn),-122,-9,16,-1,-78,-1,7,-4,-5,-58,-3
Cc1ccc(CNC(=O)CNC(=S)N(Cc2ccccc2)Cc2ccccc2F)cc1,43,x,-3,-1,18,x,33,-5,3,-4,12
Cc1ccc(C(=O)NC2CCCCCC2)o1,-37,-3,-4,1,-40,1,-35,-15,-9,-11,-4
Cc1cc(C)c(C(=O)Cn2cnc3cc([N+](=O)[O-])ccc3c2=O)cc1C,-6,x,0,3,-20,-4,6,8,-22,-50,10
COc1cc(OC)c(NC(=O)c2cccc(F)c2)cc1Cl,3,-3,-13,10,-1,-3,-5,9,-1,-20,4
OCC[C@@H]1C[C@H](O)[C@@H](O)[C@]2(OCc3ccccc32)O1,12,-5,-5,-5,8,0,18,0,-15,-7,10
Cc1cc(NC(=O)CSCC(=O)Nc2ccccc2N2CCCCC2)no1,35,-14,-8,-2,5,1,-1,3,10,11,-16
COc1ccc2cc(C(=O)NCc3ccccc3CN3CCCC3)ccc2c1,2,-5,-1,-14,-7,5,32,-27,34,-25,-13
O=C(CN1CCCC1c1ccc2c(c1)OCCO2)NC(=O)Nc1ccccc1 (stereo not drawn),-29,-6,4,0,-29,4,-17,-7,11,16,-20
O=C(CSc1ccc([N+](=O)[O-])cn1)Nc1ccc(N2CCOCC2)cc1,-7,-13,1,4,10,0,6,-1,-11,-11,-8
O=C(COC(=O)c1ccc(O)cc1)Nc1cccc(S(=O)(=O)NC2=NCCCCC2)c1,15,-3,0,7,3,2,11,-15,4,-10,0
CCNC1(C#N)CCN(Cc2ccccc2)CC1,4,-9,-4,-2,7,x,7,-13,5,-3,10
Cc1cccc2sc(NC(=O)c3ccc(Cl)s3)nc12,-133,5,-20,-4,-198,7,-22,-23,3,-69,-1
COC(=O)c1ccc(N2CC3CNC(=O)C2(C(=O)OC)N3C)cc1 (stereo not drawn),48&-11,-5&-10,1&4,1&-9,11&18,x,-9&5,-13&-15,-29&6,-28&-18,-1&-4
Cc1ccc(OCC(=O)Nc2ccc(S(=O)(=O)Nc3ccccn3)cc2)c(C)c1,20,-17,-8,1,31,1,-26,-1,-13,-9,3
Cc1nn(CCc2n[nH]c(=S)n2C)c(C)c1Br,7,-5,10,-3,9,1,-12,4,-13,10,-7
CCN(CC)S(=O)(=O)c1cccc(-c2n[nH]c(=S)n2Cc2ccccc2)c1,7,-5,8,-3,6,1,14,-5,-25,-20,9
N=c1c(C(=O)NC2CCCCC2)cc2c(=O)n3ccccc3nc2n1CC1CCCO1 (stereo not drawn),-6,2,1,-7,-5,5,4,4,9,-28,-2
O=C(Nc1nc2ccccc2[nH]1)c1cccc(Cl)c1,-246,-5,4,-40,-232,4,-66,-36,-6,-119,5
Cc1ccc(-c2cc(C(=O)Nc3nccs3)c3ccccc3n2)c(C)c1,91*,-3,2,6,10,-3,13,1,-36,12,-6
COc1cc(OC)cc(C(=O)Nc2ccc([N+](=O)[O-])cn2)c1,-36,-5,-2,0,-63,1,-9,-53,-5,4,0
CCCN1C2CCCC1CC(NC(=O)c1ccc(C(C)(C)C)cc1)C2 (stereo not drawn),-10,-3,-5,-8,-32,x,-36,-29,-4,-24,-3
O=C(Cn1c(Cc2ccccc2)nc2ccccc21)NCc1ccc2c(c1)OCO2,7,-2,0,-3,-7,-3,2,3,-3,-19,-8
O=C(COc1ccc(Cl)cc1)NCCN1CCCCC1,19,-2,3,2,4,2,8,7,-4,-1,10
CC1CN(c2nc3c(c(=O)n(C)c(=O)n3C)n2Cc2c(F)cccc2Cl)CC(C)O1 (stereo not drawn),14,x,-6,-8,7,-1,14,5,7,-10,0
C=CC[C@@H](Cc1ccc(F)cc1)C(=O)OC[C@@H]1CCCN1C(=O)[C@@H](CC=C)CC(=O)N[C@H](CO)Cc1ccccc1,2,-10,-3,6,11,x,22,13,-19,25,-4
COC(=O)[C@@H](NC(=O)N1CCC(C)CC1)C(C)C,10,-3,-12,17,9,-1,12,0,0,-13,5
COc1ccccc1Nc1nc(C)cs1,-84&-121,-5&-5,1&23,2&-7,-71&-118,1&-1,-14&-53,-89&-34,-1&13,-42&-15,1&-5
Cc1ccccc1OCC(=O)Nc1nnc(COc2ccccc2)s1,9,-6,-14,-1,-6,1,8,10,14,-21,-21
CCCNC(=O)c1ccc(COc2ccc(Cl)cc2)o1,7,-4,1,-2,-4,x,13,-3,2,-12,-6
O=C(CN1C(=O)NC(c2ccccc2)(c2ccccc2)C1=O)NCc1ccc(F)cc1,8,-2,3,-1,14,x,7,9,-9,8,13
COc1cccc(C(=O)NC(=S)Nc2nnn(C)n2)c1,-16,-4,6,-1,5,3,-12,-6,9,-32,6
Cc1ccc(/C=N/NC(=O)Cc2ccc(O)cc2)s1,-72,-6,8,6,-76,1,-24,-15,-11,-19,14
COc1cc(/C=N/NC(N)=O)cc(Br)c1OCc1ccc(C)cc1,9,-4,-1,-5,7,-3,3,-6,6,15,-3
COc1ccc(Cc2cnc(N)s2)cc1,-10,-6,0,-4,-16,-1,-10,-11,-1,-7,4
COc1ccc(CNC(=O)CCCn2nc(C)n3c(cc4sccc43)c2=O)cc1,9,-3,13,-9,-18,3,-2,-13,-3,-4,-18
CSc1nc(Cc2ccc(Cl)cc2)nc2ccccc12,12,-5,24,-2,-7,1,10,1,-5,-7,-1
Cc1ccc(OCCNC(=O)/C=C/c2ccc([N+](=O)[O-])cc2)cc1C,-2,-6,0,-13,3,1,-7,2,-16,-19,-12
Clc1c(CSc2nc3ccccc3o2)nc2sccn12,-191,-9,-6,10,-327,6,-77,-18,-3,-232,-5

# The last two compounds of the section above open the next one.
SMILES,Peg3 prom inh,CaV13 FRET inh,Vif imaging,PDI inh,HIF-2a inh,NR2E3 ag-1,Shn3 inh set2,TRPM1 prom inh,CF NFkB block,NR2E3 ag-2,KKLEB cytotox
Cc1ccc(OCCNC(=O)/C=C/c2ccc([N+](=O)[O-])cc2)cc1C,-2,-6,0,-13,3,1,-7,2,-16,-19,-12
Clc1c(CSc2nc3ccccc3o2)nc2sccn12,-191,-9,-6,10,-327,6,-77,-18,-3,-232,-5
CN(C)c1ccc(/C=C(/NC(=O)c2ccccc2)C(=O)NCCN2CCOCC2)cc1,4,-12,-1,1,2,-6,-20,-1,2,4,10
CC(=O)Nc1sc2c(c1C#N)CCCCC2,7,-5,-8,3,-4,-2,-50,-1,-5,1,8
NC(=O)CCC(NC(=S)Nc1ccccc1)C(=O)O (stereo not drawn),9,-16,3,-3,11,0,-15,2,-12,-25,12
COc1ccccc1/C=C/C(=O)OCCCN(C)C,2,-4,2,6,4,0,-20,13,8,-12,-2
Cc1nc(NC(=O)COc2ccccc2)sc1C(=O)Nc1cccc(Cl)c1,-45,-6,-14,-5,-127,6,-21,-6,-17,-28,-19
Cc1cccc(CCNC(=O)CCc2nnc(CCc3ccccc3)o2)n1,-21,-4,0,10,-38,0,7,-17,-4,13,2
O=C(CSCc1cccc(Br)c1)N=Nc1c(O)[nH]c2ccccc12,9,-5,1,-10,-17,2,3,13,11,-9,2
O=C(CCN1CCOCC1)N1CCc2c([nH]c3ccccc23)C1c1cccc(Cl)c1 (stereo not drawn),16,8,-14,1,23,2,3,16,2,-17,4
COc1ccc(/C=C/C(=O)C2CC2)cc1Cn1nc(C)c([N+](=O)[O-])c1C,15,-5,-3,2,32,3,7,19,4,-17,-15
Cc1oc(-c2ccc(Cl)cc2)nc1CN1CCCN(C(=O)c2ccco2)CC1,15,-7,-12,10,13,2,16,6,-2,-22,6
CC(=O)Nc1ccc(C(=O)NNC(=O)c2ccccc2-n2cccc2)cc1,6,-7,38,1,7,7,10,x,-11,6,-25
Cc1ccc(Cn2ccc(NC(=O)c3nn(C)cc3[N+](=O)[O-])n2)cc1,48,-5,-18,-2,-70,-2,u,23,-14,-15,15
Cn1c(CNC(=O)c2cccs2)nnc1SCC(=O)Nc1ccccc1,6,-8,2,-2,19,-2,13,-1,6,-18,4
COc1cc(/C=N/NC(=O)C(N)=O)ccc1OCC(=O)N1C(C)CCCC1C (stereo not drawn),14,-4,-4,-1,9,5,0,2,-7,10,-7
Cc1ccc(Nc2nc(N)nc(CSc3nccn3C)n2)cc1,-166,-1,5,7,-108,-1,-47,-40,4,-111,-3
O=C(/C=C/c1ccc(Cl)c([N+](=O)[O-])c1)Nc1cccnc1,-71,-6,11,4,-45,2,-24,-21,-1,-13,4
CCc1nn(CC(=O)N2CCN(C)CC2)c(=O)c2cccn12,16,-3,4,x,-1,3,-20,x,-23,12,16
CC1CN(CCOc2ccccc2[N+](=O)[O-])CC(C)O1 (stereo not drawn),3,-3,-7,-10,15,5,-6,3,1,-11,2
N#CC1=C(N)N=C(SCc2cccc3ccccc23)C(C(N)=O)C12CCCCC2 (stereo not drawn),26,-4,-10,-3,22,-2,28,8,12,-16,-2
